Eya2 inh: Eya2 (human) phosphatase inhibition; O00167; Potency, µM (top dose mostly 76.9 µM), for inactives: at the top dose activity, negative = inhibition, actives largely listed as inhibitors; recombinant Eya2, OMFP fluorescence dephosphorylation (OMFP is methylfluorescein phosphate); actives 0.006% (n = 330,000); AID 488837; note: potency is the fitted concentration of half-maximal effect; % is set by controls: 0 for no effect and ±100 for the full control effect
Target sequence (O00167 whole entry, looked up): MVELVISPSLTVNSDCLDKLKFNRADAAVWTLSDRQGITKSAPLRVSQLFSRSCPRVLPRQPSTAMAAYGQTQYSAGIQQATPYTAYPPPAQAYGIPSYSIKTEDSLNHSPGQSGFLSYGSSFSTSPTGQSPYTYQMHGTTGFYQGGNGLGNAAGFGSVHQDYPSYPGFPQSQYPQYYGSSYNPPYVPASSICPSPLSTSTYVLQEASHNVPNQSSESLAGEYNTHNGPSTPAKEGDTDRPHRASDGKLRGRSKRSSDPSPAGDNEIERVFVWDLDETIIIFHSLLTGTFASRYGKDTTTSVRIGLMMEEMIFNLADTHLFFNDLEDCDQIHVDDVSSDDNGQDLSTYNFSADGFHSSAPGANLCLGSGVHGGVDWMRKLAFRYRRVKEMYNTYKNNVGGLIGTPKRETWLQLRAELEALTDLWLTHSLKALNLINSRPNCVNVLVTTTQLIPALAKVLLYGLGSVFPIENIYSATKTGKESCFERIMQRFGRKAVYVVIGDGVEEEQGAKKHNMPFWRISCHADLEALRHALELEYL
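Eya2 protein (added as 0.2 uM solution) was preincubated with compound for 10 min at ambient temperature in 50 mM HEPES pH 7.5, 50 mM NaCl, 5 uM MgCl2, 0.05% BSA, 1 mM DTT. OMFP (added at 50 uM) then reacted 10 min; fluorescence read at 485/525 nm.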
S-ASM inh: blocks human secretory acid sphingomyelinase; P17405; placental ASM, HMU-PC fluorogenic substrate, 60 min; Potency, µM (titrated, usually from 57.5 µM), without a hit: top-dose activity change, negative = inhibition, hits mostly inhibitors; actives 0.006% (n = 340,000); AID 504937; note: potency is the fitted concentration of half-maximal effect
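HMU-PC0 cleavage (9 uM final) by human placental ASM, 60 min at 37 °C following 10 min compound exposure at RT; stopped at pH 10, fluorescence Ex 386/Em 447 nm.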
BRCA1 expr act: BRCA1 expression activation. MCF7-BRCA1-FFLuc reporter, luminescence, 48 h; response scale: scaled: vehicle 0%, 10 µM genistein 100%. Potency, µM (doses to about 46.1 µM), inactives show at the highest dose activation, usual class: activators. actives 1.1% (n = 380,000). AID 624202; note: potency is the fitted concentration of half-maximal effect; nearly all actives have a fitted effect of over 80% in size; some results filed as inactive show a strong effect at the top dose
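Quantitative HTS in MCF7 cells stably reporting BRCA1 expression via firefly luciferase. Compound treatment lasts 48 h at 37 °C in phenol-red free MEM. Activation is expressed relative to genistein at 10 microM and DMSO.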
USP2a inh: inhibitors of human ubiquitin-specific protease USP2a; Potency, µM (top dose mostly 38.3 µM), for the others: at the highest dose activity change, negative = inhibition, actives largely listed as inhibitors; O75604; AID 463254; actives 0.01% (n = 330,000); USP2 core, Ub-CHOP2 coupled fluorogenic reporter, 485/531;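 note: potency is the fitted concentration of half-maximal effect; plate controls were DMSO wells for no effect and full inhibition by NEM control for full effect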
Target sequence (O75604 whole entry, looked up): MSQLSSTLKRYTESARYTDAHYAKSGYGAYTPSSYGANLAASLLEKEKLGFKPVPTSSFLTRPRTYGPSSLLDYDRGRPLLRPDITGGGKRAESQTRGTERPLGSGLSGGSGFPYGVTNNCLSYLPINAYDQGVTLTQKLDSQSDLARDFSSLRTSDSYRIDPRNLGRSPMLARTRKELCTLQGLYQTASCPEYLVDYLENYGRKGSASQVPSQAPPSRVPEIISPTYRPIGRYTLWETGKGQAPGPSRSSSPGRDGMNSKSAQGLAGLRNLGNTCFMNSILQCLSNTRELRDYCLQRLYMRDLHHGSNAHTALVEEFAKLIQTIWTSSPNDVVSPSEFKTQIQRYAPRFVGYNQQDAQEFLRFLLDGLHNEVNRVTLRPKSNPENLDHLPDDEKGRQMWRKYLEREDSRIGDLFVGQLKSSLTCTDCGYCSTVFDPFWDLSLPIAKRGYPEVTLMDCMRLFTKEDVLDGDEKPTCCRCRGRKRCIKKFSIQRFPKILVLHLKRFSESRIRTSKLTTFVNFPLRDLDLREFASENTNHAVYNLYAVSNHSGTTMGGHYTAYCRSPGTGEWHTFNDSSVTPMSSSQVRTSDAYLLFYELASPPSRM
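USP2 core (10nM final) preincubated 30min RT with compound in 20mM Tris-HCl pH 8.0, 2mM CaCl2, 2mM beta-mercaptoethanol, 0.05% CHAPS; 25nM Ub-CHOP2 plus 25nM reporter substrate added, fluorescence (Ex485/Em531) read after 60min.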
Integrin act MD: activates integrin-mediated alleviation for muscular dystrophy | alpha7betagal myoblasts, beta-gal FDG fluorescence, 48 h | actives 0.064% (n = 350,000) | Potency, µM (series often up to 38.3 µM), inactives show top-dose activation, actives largely listed as activators;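 note: potency is the fitted concentration of half-maximal effect; 100% = response of the positive control SU9516; nearly all actives have a fitted effect of over 60% in size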
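Alpha7betagal+/- myoblasts (passage 13) were plated 16-24 hr, then exposed to compounds (1:260 dilution of DMSO stock) for 48 hours at 37C. After MPER lysis, β-galactosidase reporter activity was read as FDG fluorescence (ex 480/em 540) after 30 minutes.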
TRPV1 agonist: human TRPV1 agonism. activation, % at 8.33 µM. actives 0.19% (n = 320,000). Q8NER1. TRPV1-expressing cells, Fluo-8 calcium influx, agonist mode. AID 540275; in the data active = activation above about 80%; inconclusive = between about 30% and that limit; note: 0% is about no effect
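Cells expressing TRPV1 were dye-loaded with Fluo-8 and read kinetically: 10 s baseline, 3 min after compound (agonist portion), then 2 min after EC20 capsaicin (allosteric enhancer portion). Calcium-bound dye fluorescence at 480/520 nm.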
ELG1 genotoxic: inducers of genotoxicity in HEK293T ELG1-luciferase cells; HEK293T ELG1-luciferase reporter, luminescence, 16 h; Potency, µM (series often up to 46 µM), inactives show at the highest dose activity change, positive = activation, actives largely listed as activators; actives 1.3% (n = 330,000); note: potency is the fitted concentration of half-maximal effect; % of control where 0% means no effect; nearly all actives have a fitted effect of over 60% in size
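After overnight (16 hr) compound treatment at 37 °C, ELG1-luciferase HEK293T cells were lysed with ONE-Glo; luminescence quantified 30 min later at room temperature.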
TSG101-PTAP inh: blocks PTAP/TSG101 interaction to inhibit HIV-1 budding. Potency, µM (doses to about 115 µM), inactives show at the top dose activity change, negative = inhibition, hits mostly inhibitors. Fluorescence polarization, FITC-PTAP peptide / Tsg101 binding. Q99816. 340,000 tested, under 10 active; active = well fitted inhibition curve with a large enough effect in the main read-out, with a control signal flat, not every such curve was filed as active; inconclusive = small, poorly fitted or top-dose-only effect, or effect the other way, or a change in a side signal; inactive = no such curve, though single readings can be large or run the other way; note: potency is the fitted concentration of half-maximal effect; % of control where 0% means no effect
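Steps: Tsg101 binding domain dispensed (10 uM final), compounds pinned in DMSO, FITC-labeled PTAP-motif peptide added (50 nM final); after 20 min binding at room temperature, polarization measured.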
B2AR arrestin: beta2AR (human) beta-arrestin recruitment activity | P07550 | beta-arrestin recruitment to beta2AR, cell-based reporter | Potency, µM (doses to about 46.1 µM), for inactives: top-dose activation, most hits filed as activators | actives 0.02% (n = 330,000) | AID 492947;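 note: potency is the fitted concentration of half-maximal effect; 0% = DMSO controls and full agonism = EC100 isoproterenol or metaproterenol; nearly all actives have a fitted effect of over 65% in size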
uPA surface inh: blocks generation of uPA at the cell surface. cell surface uPA generation assay, qHTS. Potency, µM (titrated, usually from 38.3 µM), without a hit: at the highest dose activity change, negative = inhibition, most hits filed as inhibitors. actives 0.31% (n = 330,000). AID 540303; active = well fitted inhibition curve with a large enough effect; inconclusive = small, poorly fitted or top-dose-only effect; inactive = no such curve, though single readings can be large or run the other way; tested in mouse RAW 264.7 cells; note: potency is the fitted concentration of half-maximal effect; % is set by controls: 0 for no effect and ±100 for the full control effect; nearly all actives have a fitted effect of over 55% in size
p53 reactivation: mutant p53 re-activation in reporter cells; Potency, µM (top dose mostly 92.2 µM), inactives show top-dose activity change, positive = activation, most hits filed as activators; actives 0.063% (n = 320,000); AID 504706; H1299 p53-A138V BP100-luciferase reporter, luminescence, 24 h; note: potency is the fitted concentration of half-maximal effect; % of control where 0% means no effect; nearly all actives have a fitted effect of over 45% in size
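H1299 (p53-null), stable ts p53-A138V + BP100-Luc; 1000 cells/well, Opti-MEM/10% FBS; cpd 4 pt, 1:5; 24 h, 37 deg C, 5% CO2; detection reagent 10 min RT; luminescence.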
* hit, by the source's call; ? = inconclusive; / = not tested or not shown; & = joins results of further samples; [ ] = remark or other dose. Unless noted, calls come from the whole dose curve; as a rule, active = well fitted curve in the direction sought with a large enough effect; inconclusive = small, poorly fitted or top-dose-only effect, or another doubt; inactive = no such curve, though single readings can be large; an effect the other way counts as inactive or inconclusive. Outcome played no part in choosing rows (roughly 2.6% active in at least one column).

SMILES	Eya2 inh	S-ASM inh	BRCA1 expr act	USP2a inh	Integrin act MD	TRPV1 agonist	ELG1 genotoxic	TSG101-PTAP inh	B2AR arrestin	uPA surface inh	p53 reactivation
Cc1ccc(C(=O)Nc2ccccc2C(=O)NCc2ccccc2)cc1	2%	-14%	-8%	-1%	-15%	10	1%	1%	-0.3%	-7%	?
Cc1ccn(CC(=O)N2CCCC(N3CCN(c4ccc(F)cc4)CC3)C2)n1 (centres undefined)	-22%	-2%	0%	1%	25%	-2	0%	-7%	-0.7%	-7%	/
COCC(=O)Nc1c(C(=O)Nc2ccccc2OC)oc2ccccc12	-28%	65%	-27%	-1%	5%	15	5%	-1%	0.0%	/	8%
Cc1nn(C)c(C)c1NS(=O)(=O)c1ccc(Cl)cc1	-20%	2%	-7%	0%	3%	2	-5%	-1%	0.3%	-21%	-4%
N=C1/C(=C\c2ccc(Br)o2)C(=O)N=C2SC(CC(=O)N3CCOCC3)=NN12	24%	-2%	18%	-1%	-2%	-1	4%	-7%	0.0%	-2%	/
CCOCC(=O)Nc1ccc(S(=O)(=O)N2CCC(c3nc4ccccc4[nH]3)CC2)cc1	1%	1%	-21%	2%	-22%	-12	-3%	-2%	6.5%	5%	-2%
CCOc1ccccc1NC(=O)CSc1nnc(-c2cccnc2)o1	12%	1%	-29%	1%	32%	1	2%	-3%	0.4%	-1%	4%
O=C(Nc1ccccc1)c1cc(S(=O)(=O)N2CCCCC2)ccc1N1CCOCC1	20%	-2%	-14%	0%	14%	6	2%	-8%	0.2%	-3%	10%
CC(=O)Nc1cccc(C(=O)/C=C/c2ccc(C)cc2)c1	2%	-2%	-77%[inhibitor]	4%	-25%	23	9%	0%	-1.4%	-10%	?
COc1ccc(NC(=O)[C@H](COCc2ccccc2)NC(=O)OC(C)(C)C)cc1	-12%	0%	5%	2%	25%	/	-1%	-3%	0.4%	1%	-7%
O=C(Cn1cnc([N+](=O)[O-])c1)Nc1cc(Oc2ccc(Cl)cc2Cl)cc([N+](=O)[O-])c1	-5%	?	-101%[inhibitor]	0%	-6%	11	13%	-1%	-0.5%	-4%	-21%
CCc1noc(C)c1C(=O)Nc1nc2c(C)cc(C)cc2s1	0%	-2%	-10%	-1%	19%	3	22%	-2%	0.0%	-7%	6%
COC(=O)c1cc(NC(=O)c2ccccc2)c(=O)oc1C/C=N\OCc1ccc(Cl)cc1Cl	-25%	31%	-17%	-10%	23%	4	0%	?	-0.3%	6%	3%
Cc1sc2nc(CSCC(=O)Nc3ccc(C(=O)N(C)C)cc3)[nH]c(=O)c2c1C	-5%	26%	-13%	-3%	-8%	-1	3%	-2%	-0.1%	4%	2%
O=c1c2ccccc2cnn1Cc1n[nH]c(=S)n1-c1ccc(Cl)cc1Cl	0%	/	/	0%	/	1	0%	/	-0.8%	/	2%
COc1ccccc1NS(=O)(=O)c1cc(NC(=O)C2CCCO2)ccc1C (centres undefined)	12%	2%	-6%	4%	3%	/	-1%	-1%	0.1%	3%	3%
O=C1NC(=S)N/C1=C/c1ccc(-c2c(Br)cc([N+](=O)[O-])cc2Br)o1	-9%	/	/	-15%	/	3	0%	/	-0.1%	/	-8%
Cc1ccc(SCCNC(=O)c2cccc([N+](=O)[O-])c2C)cc1	-18%	-6%	-1%	0%	9%[1.53 µM]	-2	-6%	0%	0.1%	-4%	-5%
CC(C)=NNc1cc([N+](=O)[O-])cc2c1C(=O)N(C)S2=O (centres undefined)	-7%	-2%	17%	-1%	7%	-4	5%	-3%	0.2%	-10%	-5%
CC(=O)NC(=S)NNC(=O)CCc1ccccc1	-22%	4%	-3%	-1%	23%	1	-6%	-1%	-0.1%	-27%	1%

Molecules from the list above with bromine:
SMILES	Eya2 inh	S-ASM inh	BRCA1 expr act	USP2a inh	Integrin act MD	TRPV1 agonist	ELG1 genotoxic	TSG101-PTAP inh	B2AR arrestin	uPA surface inh	p53 reactivation
N=C1/C(=C\c2ccc(Br)o2)C(=O)N=C2SC(CC(=O)N3CCOCC3)=NN12	24%	-2%	18%	-1%	-2%	-1	4%	-7%	0.0%	-2%	/
O=C1NC(=S)N/C1=C/c1ccc(-c2c(Br)cc([N+](=O)[O-])cc2Br)o1	-9%	/	/	-15%	/	3	0%	/	-0.1%	/	-8%

Carrying on:
SMILES	Eya2 inh	S-ASM inh	BRCA1 expr act	USP2a inh	Integrin act MD	TRPV1 agonist	ELG1 genotoxic	TSG101-PTAP inh	B2AR arrestin	uPA surface inh	p53 reactivation
O=C(O)COc1ccc(/C=C/c2ccc3cccc([N+](=O)[O-])c3n2)cc1	0%	0%	-48%	-3%	1%	-4	10%	-9%	-1.3%	-9%	-1%
c1ccc(CCC2=NCCn3cccc32)cc1	9%	7%&15%	13%&-3%	1%	-22%&-33%	0	3%	0%&-3%	-0.5%	-2%&2%	0%
CCNC(=S)N1CCN(S(=O)(=O)c2ccccc2C(F)(F)F)CC1	6%	0%	-6%	3%	-8%	5	-4%	-10%	0.0%	-10%	-3%
CCOC(=O)c1ccc(NC(=S)NCc2ccc(F)cc2)cc1	/	-2%	-1%	/	0%	/	/	0%	/	12%	/
CCC(CC)NC(=O)CN1CCN(S(=O)(=O)c2cccs2)CC1	25%	0%	3%	1%	0%	-1	5%	-1%	-1.4%	13%	10%
CCOC(=O)C1CCN(c2ccc(Cl)nn2)CC1	10%	4%	1%	0%	22%	0	6%	-8%	0.5%	3%	0%
O=C(Nc1cc(S(=O)(=O)N2CCCC2)ccc1Cl)C1=COCCO1	-4%	-2%	-4%	2%	-23%	21	-3%	-4%	0.3%	-1%	-2%
CC(=O)n1cc([C@@H]2C=C(C(=O)Nc3ccccc3)O[C@H](OCc3ccc(CO)cc3)C2)c2ccccc21	9%	-28%	-49%	3%	-6%	2	-7%	9%	0.2%	-1%	-2%
COc1ccc(O)c(/C=N/Nc2nc(Nc3ccccc3)nc(-n3nc(C)cc3C)n2)c1	-6%	-25%	-88%[inhibitor]	-13%	-36%	-2	-10%	1%	?	14%	15%
Cc1nc2sc3c(c2c(=O)n1NC(=O)CCl)CCCC3	-12%	3%	5%	1%	-2%	2	-3%	-2%	0.0%	-7%	-1%
CCOC(=O)c1c(NC(=O)CNCC(O)CO)sc(C)c1C (centres undefined)	-1%	-1%	-24%	1%	-11%	2	3%	-4%	-0.2%	-3%	-1%
O=C(O)c1cccc(Oc2ccc(C(=O)O)c([N+](=O)[O-])c2)c1	/	5%	-6%	/	20%	/	/	-6%	/	5%	/
O=C(CSc1nccc(=O)[nH]1)N1c2ccccc2CCc2ccccc21	11%	1%	2%	4%	-19%	-2	-1%	-14%	-0.2%	2%	1%
CC1CCCCC1NC(=O)CN1C(=O)NC(C)(c2cc(F)ccc2F)C1=O (centres undefined)	17%	2%	12%	3%	12%	1	1%	-4%	0.2%	0%	-3%
COc1ccc(C(=O)NC(=S)Nc2ccc(S(=O)(=O)Nc3cc(OC)ncn3)cc2)cc1	-12%	-8%	-18%	0%	14%	-3	0%	-5%	0.1%	-3%	-5%
Cc1nnc(SCCn2c(N3CCN(C)CC3)nc3c2c(=O)n(C)c(=O)n3C)s1	-35%	4%	0%	0%	18%	0	-3%	-6%	-0.1%	1%	7%
CCCN(C(=O)COc1ccc(C(C)=O)cc1OC)C1CCS(=O)(=O)C1 (centres undefined)	17%	0%	1%	0%	31%	0	1%	-6%	-0.3%	-11%	0%
O=C(CCSc1ccccc1)N1CCN(c2ccccc2)CC1	-8%	-2%	?	0%	0%	?	?	-1%	0.1%	-8%	11%
CN(CC(=O)Nc1ccccc1Br)C(=O)c1cc2c(s1)CCCCC2	8%	/	88%	1%	-7%	?	?	-2%	-0.6%	-5%	?
CC1CC(=O)Nc2ccccc2N1S(=O)(=O)c1ccccc1 (centres undefined)	0%	0%	-29%	4%	-12%	-6	-3%	-7%	-0.1%	4%	0%
COc1cccc(-n2nc(-c3ccnn3-c3cccc(Cl)c3)c(=O)n(C)c2=O)c1	-3%	-1%	-6%	10%	-3%	5	-8%	4%	0.5%	11%	0%
Cc1ccc(S(=O)(=O)CC(=O)N2CCN(c3ccccc3F)CC2)cc1	-12%	-1%	24%	0%	0%	?	1%	0%	-0.9%	-4%	0%
O=C(c1cccc(F)c1)N1CCN(S(=O)(=O)c2ccccc2)CC1	7%[15.4 µM]	-1%	13%	?	-12%	-2	0%	-2%	-2.7%	-1%	6%
Cc1cc([N+](=O)[O-])ccc1NCc1ccc2c(c1)OCCO2	-2%	-8%	28%	0%	21%	0	13%	-1%	3.5%	2%	-21%

Bioassay records: PubChem BioAssay, National Center for Advancing Translational Sciences (NCATS)
